GPR55 LPI antagonism: inhibition of LPI-stimulated GPR55 beta-arrestin translocation – imaging, U2OS, beta-arrestin-GFP, LPI agonist, primary screen (AID 2013); one-dose inhibition, % at 10 µM; IC50 in µM for titrated hits; U2OS GPR55 beta-arrestin-GFP translocation imaging, LPI antagonism; higher % means a stronger effect; 290,000 compounds, 0.13% hits;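 active = spots per cell inhibited over 60%, with over 100 cells counted and total cytoplasm intensity under 500,000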;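 note: U2OS cells stably carrying GPR55 and arrestin-GFP stimulated by 5 µM LPI near EC80; imaged beta-arrestin-GFP aggregate spots per cell after agonist stimulation; plate controls were LPI-stimulated DMSO wells for no effect and DMSO wells without LPI for full effect; some results filed as inactive read as strong as hits; confirmed hits need IC50 under 10 µM and bright autofluorescent wells are also inconclusive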
SV40 large T antigen: SV40 large T antigen inhibitors, biochemical (AID 1903); SV40 large T antigen ATPase/helicase inhibition assay; higher % means a stronger effect; inhibition, % at 20 µM, or IC50 in µM where a hit was titrated; 310,000 compounds, 0.39% hits; in the data active = a potency from the dose series; note: strong numbers were not always called active
KOR beta-arrestin-1: kappa opioid receptor activators – cell-based, luminescence, uHTS, primary screen (AID 1777). KOR beta-arrestin recruitment, luminescence; higher % means a stronger effect. one-dose activation, % at 10 µM; EC50 in µM for titrated hits. 280,000 compounds, 0.02% hits; in the data active = activation above about 50%, passing the limit was not always enough; note: a part of the inactive calls stands beside numbers as strong as those of hits
KOR beta-arrestin-2: KOR antagonists, beta-arrestin recruitment, cell-based, luminescence, uHTS (AID 1778); KOR beta-arrestin recruitment, luminescence, antagonist mode; higher % means a stronger effect; inhibition, % at 10 µM, or IC50 in µM where a hit was titrated; 290,000 compounds, 0.091% hits; note: strong numbers were not always called active
HIV peptide binding: cell-free HIV fusion peptide-binding blockers – biochemical, uHTS, fluorescence dequenching, primary screen (AID 1986); cell-free peptide binding, fluorescence dequenching, 30 min; higher % means a stronger effect; 290,000 compounds, 0.3% hits; one-dose inhibition, % at 20 µM; IC50 in µM for titrated hits; in the data active = inhibition mostly above about 52%, no sharp cut-off; inactive = mostly below about 76%; note: some results filed as inactive read as strong as hits
GPR55 beta-arrestin: GPR55 agonists via beta-arrestin recruitment, primary screen, imaging, U2OS cells, beta-arrestin-GFP redistribution (AID 1961); U2OS GPR55 beta-arrestin-GFP redistribution imaging; higher % means a stronger effect; one-dose activation, % at 10 µM; EC50 in µM for titrated hits; 290,000 compounds, 0.048% hits;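 active = activation above 40% with more than 50 cells counted in the well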;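 note: U2OS osteosarcoma cells stably expressing GPR55 and beta-arrestin-GFP; plate controls were DMSO negative control for no effect and LPI positive control for full effect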
NOD1 NF-kB reporter: NOD1 signaling inhibitors, primary screen, cell-based, luminescence, uHTS (AID 1578). NOD1-driven NF-kB luciferase reporter cells, luminescence; higher % means a stronger effect. inhibition, % at 4 µM; hits with a dose series show EC50 in µM. 290,000 compounds, 1% hits; in the data active = inhibition mostly above about 36%, no sharp cut-off; inactive = mostly below about 34%;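 note: HEK-293T reporter cells stimulated with the NOD1 agonist gamma-tri-DAP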
Rac1 GTP hydrolysis: MgcRacGAP GTPase-activating activity inhibitors, confirmation, biochemical, ADP Hunter fluorescence; MgcRacGAP-stimulated Rac1 GTP hydrolysis, ADP Hunter fluorescence; higher % means a stronger effect; GST-tagged Rac1 F28L mutant substrate; one-dose inhibition, % at 30 µM; IC50 in µM for titrated hits; 340,000 compounds, 0.6% hits;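 active = first-screen hits whose inhibition reached a set limit at any dose in the follow-up dose series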;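 note: fluorescence reports GDP produced by GAP-driven GTP hydrolysis; strong numbers were not always called active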
NOD2 inhibition: inhibition of NOD2-driven NF-kB reporter – cell-based, luminescence, uHTS, HEK293 (AID 1566); 290,000 compounds, 0.63% hits; one-dose inhibition, % at 4 µM; EC50 in µM for titrated hits; HEK293 NOD2/NF-kB luciferase reporter, luminescence; higher % means a stronger effect; note: many of its hits are not listed in these tables
* hit, by the source's call; · = not tested or not shown; [ ] = remark or other dose. Cut-off read from the data, not from the text of the source, unless noted: active = inhibition above about 50%; inactive = the rest. Only part of the results is shown. The share of hits here may be higher or lower than overall.

SMILES	GPR55 LPI antagonism	SV40 large T antigen	KOR beta-arrestin-1	KOR beta-arrestin-2	HIV peptide binding	GPR55 beta-arrestin	NOD1 NF-kB reporter	Rac1 GTP hydrolysis	NOD2 inhibition
CCN(CC)CC(=O)Nc1cccc2c1C(=O)c1ccccc1C2=O	11%	22%	-4.7%	-22%	-1.3%	0.2%	-10%	7%	0%
OCCN(CCO)c1ncnc2c1oc1ccc(Br)cc12	-21%	-13%	9.0%	-41%	0.1%	0.2%	-11%	0%	1%
COCCn1c(SCC(=O)OCc2ccccc2)nc2c1c(=O)[nH]c(=O)n2C	21%	13%	-3.7%	-11%	3.2%	-0.1%	-12%	1%	-3%
CCC(=O)c1ccc(N2CCN(C(=O)c3ccccc3F)CC2)c(F)c1	-2%	7%	4.9%	-23%	-1.3%	-0.3%	16%	-1%	-29%
O=C(CN1C(=O)C2(OCCO2)c2ccccc21)c1ccc(F)cc1	18%	2%	-4.7%	-2%	1.0%	0.1%	0%	-2%	11%
Cn1c(=O)c2c(nc(NCCCO)n2CCc2ccccc2)n(C)c1=O	12%	8%	1.5%	3%	-1.1%	-0.3%	-11%	7%	-9%
CC(C)C(=O)Nc1ccc2oc(=O)ccc2c1	11%	·	·	-31%[20 µM]	-2.0%	-0.1%	-11%	5%	3%
CCN(CC)CCC(c1ccc(N(C)C)cc1)c1c(OC)cc(OC)c2c(-c3ccccc3)cc(=O)oc12 (stereo not drawn)	14%	13%	-1.1%	46%	-1.7%	-0.1%	-2%	16%	-10%
CCN(CC)S(=O)(=O)c1ccc(C(=O)NCc2ccc3[nH]c4c(c3c2)CCCC4)cc1	4%	11%	3.5%	21%	1.9%	0.2%	-11%	1%	5%
CCOC(=O)c1oc2ccccc2c1CN1CCN(C)CC1	-5%	3%	-1.6%	1%	2.3%	0.5%	-17%	3%	8%
CC(=O)C1=C(O)C(=O)N(Cc2ccccc2)C1c1ccc(N(C)C)cc1 (stereo not drawn)	10%	7%	-6.6%	-16%[20 µM]	0.7%	0.5%	-39%	5%	-17%
COC(=O)C1=C(C)NC(C)=C(C(=O)OCC2CCCO2)C1c1ccc(Cl)c([N+](=O)[O-])c1 (stereo not drawn)	14%	16%	-2.1%	36%	-1.9%	0.4%	45%	6%	-8%
COc1cc(C(O)P(=O)(OC2CCCCC2)c2ccc(N(C)C)cc2)cc(OC)c1OC (stereo not drawn)	3%	1%	3.9%	0%	-0.6%	0.3%	-9%	4%	0%
CC(=O)NCCn1c(SCc2cc(F)ccc2F)nc2ccccc2c1=O	2%	9%	-2.0%	5%	-2.6%	0.1%	5%	-2%	7%
O=S(=O)(c1ccc(Br)cc1)N1CCCC1c1nc2ccccc2s1 (stereo not drawn)	-9%	5%	-0.6%	9%	-1.9%	0.2%	3%	-1%	7%
O=S(=O)(c1ccc(Cl)cc1)n1cccn1	4%	7%	-0.8%	-12%[20 µM]	-0.8%	-0.1%	-20%	4%	-9%
O=[N+]([O-])c1c(NCCCO)cc(N2CCCCCC2)c2nonc12	2%	-6%	-4.2%	·	-1.9%	-0.1%	8%	3%	4%
Cc1ccc(NC(=S)N2C3CCCC2CC(NC(=O)C2CC2)C3)cc1C (stereo not drawn)	6%	-2%	-3.7%	-6%	-2.1%	0.2%	9%	0%	4%
Cc1nn(C)c(Cl)c1CN1CCC(Oc2ccc(C(=O)N3CCCC3)cc2)CC1	-10%	20%	2.6%	14%	-1.4%	0.4%	-8%	7%	24%
COC(=O)c1c(NC(=O)/C=C/C(=O)O)sc(C)c1-c1ccc(C(C)C)cc1	6%	16%	-2.6%	5%[20 µM]	16%	-0.1%	3%	6%	14%
OCCC#Cc1ccc(CN2CCN(Cc3ccccc3)C(CCO)C2)cc1 (stereo not drawn)	14%	5%	-14%	-26%[20 µM]	-0.8%	0.3%	-2%	1%	11%
CC(C)(C)c1ccc(OCCOCCn2cnc3ccccc3c2=O)cc1	49%	8%	-1.1%	-19%	-1.5%	-0.1%	-3%	8%	-1%
CC(=O)Oc1ccc(-c2nc3ccccc3c(=O)o2)cc1	8%	2%	-6.9%	25%	-1.5%	-0.2%	16%	11%	14%
COC(=O)c1cccc(NC(=O)Cn2cnc3ccccc3c2=O)c1	4%	-2%	-4.4%	-6%	0.6%	0.8%	-15%	-2%	15%
CC1=NN(c2ccccc2)C(=O)/C1=C\c1cn(C)c2ccccc12	-2%	5%	-0.6%	-8%	-1.2%	0.2%	-37%	3%	-15%
O=C1C=C(O)c2cccc3cccc1c23	3%	10%	-6.8%	-16%[20 µM]	9.0%	0.0%	-16%	10%	12%
Cc1cc(Nc2cccc(F)c2)nc(N2CCOCC2)n1	3%	5%	5.1%	-1%	-1.5%	0.2%	5%	-2%	-12%
COc1cc(C(=O)NCCC(=O)NCc2ccc3c(c2)OCO3)cc(OC)c1OC	7%	21%	6.0%	-4%	1.3%	-0.1%	7%	2%	2%
CCC1CCCN1Cn1cnc2c([nH]c3ccc(Cl)cc32)c1=O (stereo not drawn)	-2%	8%	-0.8%	14%	1.3%	0.2%	-23%	3%	21%
Cc1cccc(OCCn2c(NC(=O)c3ccco3)nc3ccccc32)c1	10%	2%	-0.7%	24%	-2.5%	0.2%	·	3%	-18%
CC1CCN(C(=O)c2cc(F)c(F)cc2Cl)CC1	2%	25%	-5.1%	-1%	0.8%	-0.5%	-40%	11%	-2%
COCCCNC(=S)N1CCCN(c2nc3cc(C)ccc3cc2C#N)CC1	-15%	6%	-1.9%	-38%[20 µM]	-0.4%	-0.1%	-25%	5%	9%
CC1CC(C)CN(S(=O)(=O)c2ccc(NC(=O)C3COc4ccccc4O3)cc2)C1 (stereo not drawn)	18%	0%	5.4%	1%	-1.5%	0.0%	-6%	2%	20%
CC(/C=N/NC(=O)c1cc(-c2ccc(C)s2)[nH]n1)=C\c1ccccc1	-9%	10%	2.5%	12%	0.2%	-0.2%	-2%	8%	6%
Cc1cccc2sc(NC(=O)c3ccc(NS(=O)(=O)c4cccs4)cc3)nc12	-17%	4%	13%	-25%	18%	-0.3%	-29%	0%	1%
O=C1NCC(O)=C1C=NCCO	2%	9%	1.5%	2%	-1.5%	0.2%	1%	5%	-1%
COc1ccc(S(=O)(=O)c2cnc3ccc(OC)cc3c2N2CCC3(CC2)OCCO3)cc1	16%	7%	1.3%	17%	-0.3%	0.1%	21%	5%	2%
O=C(CN1CCOCC1)n1c2c(c3ccccc31)CCCC2	2%	-1%	1.3%	-10%	2.7%	0.2%	-19%	4%	-17%
COc1ccc(NC(=O)CC2CC3CCC2C3)cn1 (stereo not drawn)	-4%	4%	-2.4%	-15%	1.4%	-0.3%	-35%	0%	-1%
CCCCc1nnc(NC(=O)C(C)Sc2nc(C)cc(=O)[nH]2)s1 (stereo not drawn)	·	6%	-1.9%	22%	0.6%	-0.1%	6%	6%	21%
CC(C)Cc1nc2oc3c(NCc4cccnc4)ncnc3c2c2c1CCC2	-5%	12%	0.5%	-17%	5.4%	0.2%	-27%	6%	-6%
Cn1cc(CN2CCc3sccc3C2)c(-c2ccccc2F)n1	-9%	2%	-2.8%	-4%	1.5%	0.2%	-10%	11%	14%
CC1CCCN(CCCNC(=O)CN2C(=O)COc3ccccc32)C1 (stereo not drawn)	3%	6%	1.0%	-26%	2.0%	0.2%	-41%	7%	-4%
COc1ccc(OC)c(S(=O)(=O)N2CCC(C(=O)N(C)Cc3ccccc3)CC2)c1	5%	6%	-2.8%	-2%	-0.1%	-0.3%	1%	13%	14%
Cc1cc(NC(=O)CCC(=O)N(Cc2ccco2)C2(C(=O)NC3CCCC3)CCC(C)CC2)no1 (stereo not drawn)	11%	4%	-4.6%	6%	0.2%	-0.2%	-7%	-6%	-22%
Cc1ccccc1S(=O)(=O)c1cc(C#N)c(=O)[nH]c1N	-2%	19%	-0.3%	-9%	3.5%	0.0%	-30%	10%	7%
Cc1ccc(OCC(=O)N2CCN(c3nnc(-c4ccccc4)c4ccccc34)CC2)cc1	-2%	12%	-13%	15%	-0.1%	-0.1%	9%	23%	16%
O=C(CSc1nnc(NC(=O)Cc2ccccc2)s1)NCC1CCCO1 (stereo not drawn)	13%	1%	0.4%	12%	0.5%	-0.3%	-36%	-2%	-8%
CCOCCCN(C(=O)c1snc(C(N)=O)c1N)C(C(=O)NCCC(C)C)c1ccc(F)cc1 (stereo not drawn)	6%	12%	-2.5%	15%[20 µM]	1.6%	-0.2%	-41%	3%	-6%
C/C(=N\Nc1ccc(C(F)(F)F)cn1)c1ccncc1	-5%	5%	-3.4%	33%	0.1%	0.5%	-31%	-1%	-16%

Entries of single compounds, looked up by structure. Order of screens: GPR55 LPI antagonism, SV40 large T antigen, KOR beta-arrestin-1, KOR beta-arrestin-2, HIV peptide binding, GPR55 beta-arrestin, NOD1 NF-kB reporter, Rac1 GTP hydrolysis, NOD2 inhibition
C/C(=N\Nc1ccc(C(F)(F)F)cn1)c1ccncc1 is listed as -5%, 5%, -3.4%, 33%, 0.1%, 0.5%, -31%, -1%, -16%
COc1ccc(OC)c(S(=O)(=O)N2CCC(C(=O)N(C)Cc3ccccc3)CC2)c1 is listed as 5%, 6%, -2.8%, -2%, -0.1%, -0.3%, 1%, 13%, 14%
Cc1ccc(OCC(=O)N2CCN(c3nnc(-c4ccccc4)c4ccccc34)CC2)cc1 is listed as -2%, 12%, -13%, 15%, -0.1%, -0.1%, 9%, 23%, 16%

Further results
SMILES	GPR55 LPI antagonism	SV40 large T antigen	KOR beta-arrestin-1	KOR beta-arrestin-2	HIV peptide binding	GPR55 beta-arrestin	NOD1 NF-kB reporter	Rac1 GTP hydrolysis	NOD2 inhibition
COc1ccc(OCC(=O)c2c(O)c3ccccc3oc2=O)cc1	14%	10%	5.0%	-4%	8.0%	-0.2%	·	8%	4%
Cc1scc(C(=O)N/N=C/c2ccc(OC(C)C)cc2)c1C	7%	-1%	1.6%	-16%	0.5%	0.3%	-44%	0%	-19%
CCCCOC(=O)c1ccc(NC(=S)N2CCN(c3ncc4c(=O)c(C(=O)O)cn(CC)c4n3)CC2)cc1	14%	6%	-2.4%	-9%	16%	-0.1%	15%	10%	13%
N#Cc1nc(Cc2cccc3ccccc23)oc1N1CCCCC1	-7%	10%	15%	18%	1.2%	-0.1%	4%	6%	-12%
COc1cccc(NC(=S)N2CCN(c3ccccn3)CC2)c1	7%	1%	-0.8%	27%	0.4%	1.0%	-15%	7%	7%
Fc1ccc(N/N=C/c2ccc(N3CCOCC3)cc2)c(F)c1	-3%	-8%	-3.3%	12%	-3.1%	-0.6%	-60%	14%	-158%
Nc1nonc1-n1nnc(C(=O)N/N=C/c2ccc(Cl)cc2Cl)c1CN1CCOCC1	3%	2%	-3.8%	-15%	-0.6%	0.0%	-17%	9%	2%
OCCC1CN(Cc2cccn2-c2ncccn2)CCN1CCc1ccccc1 (stereo not drawn)	2%	69%	-2.7%	-6%	1.5%	-0.3%	-15%	-3%	16%
O=C(CN(C(=O)CCC(=O)Nc1ccccn1)c1ccc2c(c1)OCCO2)NCCc1ccccc1	6%	6%	14%	4%	-1.0%	-0.2%	-37%	10%	5%
